Screens: PubChem, National Center for Advancing Translational Sciences (NCATS)
D2 agonist – D2 dopamine receptor (human) agonism. HEK293 T-REx D2 cells, calcium flux agonist mode. activation, % at 2 µM. 340,000 tested, 0.53% active;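 active = activation over 3 SD above normal in the single-dose calcium agonist read, cut at about 30% in these data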; note: 0% is about no effect
Target sequence (P14416 whole entry, looked up): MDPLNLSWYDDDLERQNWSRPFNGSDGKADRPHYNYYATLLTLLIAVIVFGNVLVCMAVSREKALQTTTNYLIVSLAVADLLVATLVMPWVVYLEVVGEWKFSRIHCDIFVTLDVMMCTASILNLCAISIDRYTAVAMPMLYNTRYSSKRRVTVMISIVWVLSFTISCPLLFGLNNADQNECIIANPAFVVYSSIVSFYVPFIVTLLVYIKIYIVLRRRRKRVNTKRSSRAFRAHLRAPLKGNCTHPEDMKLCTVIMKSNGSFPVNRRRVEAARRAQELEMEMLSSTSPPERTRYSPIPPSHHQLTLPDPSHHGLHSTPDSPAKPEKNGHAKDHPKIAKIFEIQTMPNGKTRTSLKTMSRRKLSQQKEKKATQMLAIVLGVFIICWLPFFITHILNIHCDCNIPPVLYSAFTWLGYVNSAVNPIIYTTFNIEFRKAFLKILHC
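Agonism scored from kinetic calcium signal (1 read/sec, 180 s) following compound pin transfer, after a 10 s baseline. Cells: HEK293 Trex line expressing inducible D2 receptor coupled to calcium, dye-loaded after overnight culture at 30 C.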
RGS4 inh – blocks human RGS4-accelerated GTP hydrolysis; 390,000 tested, 0.039% active; Transcreener GDP fluorescence polarization, RGS4-accelerated GTP hydrolysis; AID 504845; P49798; Potency, µM (top dose mostly 114 µM), for the others: at the top dose activity change, negative = inhibition, usual class: inhibitors; note: potency is the fitted concentration of half-maximal effect; % is set by controls: 0 for no effect and ±100 for the full control effect; nearly all actives have a fitted effect of over 75% in size; some results filed as inactive show a strong effect at the top dose
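MLSMR compounds (23 nl, pin-transferred) preincubated 10 min at room temperature with a 500nM (2x) first reagent, then RGS4 at 900nM (2x) plus Transcreener GDP mix added; fluorescence polarization (620/688 nm) read before and after 90 min at 30 °C.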
GRP78 ERSR act – induces the endoplasmic reticulum stress response in human glioma cells; U87-MG GRP78 promoter luciferase reporter, 16 h; 420,000 tested, 0.02% active; Potency, µM, without a hit: at the highest dose activation, hits mostly activators; AID 602332; note: potency is the fitted concentration of half-maximal effect; series mostly up to about 76 µM; % of control where 0% means no effect; nearly all actives have a fitted effect of over 35% in size
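ERSR induction read as luciferase luminescence (Bright-Glo, 10 min at room temperature) in stably transfected human U87-MG glioma cells exposed to compounds for 16 h, using GRP78 as sensor.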
Vif-APOBEC3F blk – blocks the Vif interaction with APOBEC3F; Potency, µM (doses to about 46.1 µM), for inactives: at the top dose activity, negative = active; 390,000 tested, 0.2% active; HeLa A3F-eYFP + Vif (tagged APOBEC3F with the HIV-1 protein that degrades it), YFP fluorescence increase; AID 602313; note: potency is the fitted concentration of half-maximal effect; % of control where 0% means no effect; nearly all actives have a fitted effect of over 65% in size
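HeLa cells stably expressing A3F-eYFP plus Vif, plated and incubated overnight at 37 deg C, then exposed to compounds overnight at 37 deg C. Blocked degradation read as raised yellow fluorescence (Ex 488/Em 500-530).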
D2 antagonist – antagonizes the human D2 dopamine receptor. HEK293 TREx D2 cells, calcium flux, dopamine EC80. AID 485344. 340,000 tested, 2% active. P14416. inhibition, % at 10 µM; in the data active = inhibition above about 30%; note: 0% is about no effect
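Tetracycline-induced HEK293 T-REx cells expressing D2 force-coupled to calcium signalling were dye-loaded, exposed to compound for 180 s, then challenged with an EC80 of dopamine; calcium flux was followed kinetically for a further 180 s.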
LDHA block – blocks human lactate dehydrogenase A. P00338. purified LDHA, NADH/diaphorase-resazurin fluorescence; hits give low values. activity change, % (values are at about 110 or 230 µM). 480,000 tested, 0.15% active. AID 1347041; in the data active = activity change below about -30%; inconclusive = mostly about -25% to -30%;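 note: plate controls were DMSO wells for no effect and wells without enzyme for full effect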
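Human LDH5 at 2 nM final in Tris HCl pH 7.4 with 0.06 mM NADH and 0.2 mM pyruvate, reacted 5 minutes at room temperature. Remaining NADH coupled via diaphorase/resazurin; resorufin fluorescence read at 0 and 20 minutes, normalized to enzyme-free and DMSO wells.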
ERG Ets-DNA blk – inhibitors of human ERG Ets domain-DNA interaction. fluorescence polarization, His-ERG Ets domain / labelled DNA. 370,000 tested, 0.028% active. Potency, µM (titrated, usually from 76.9 µM), inactives show at the top dose FP activity, negative = inhibition, hits mostly inhibitors. P11308. AID 624246; active = well fitted inhibition curve with a large enough effect in the polarisation, with a control signal flat; inconclusive = small, poorly fitted or top-dose-only effect, or effect the other way, or a change in a side signal; inactive = no such curve, though single readings can be large or run the other way; the % refers to the polarisation;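 note: polarization taken with two DNA probes labelled with fluorescein and Texas red; potency is the fitted concentration of half-maximal effect; % of control where 0% means no effect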
Target sequence (P11308 whole entry, looked up, the tested form may be a part): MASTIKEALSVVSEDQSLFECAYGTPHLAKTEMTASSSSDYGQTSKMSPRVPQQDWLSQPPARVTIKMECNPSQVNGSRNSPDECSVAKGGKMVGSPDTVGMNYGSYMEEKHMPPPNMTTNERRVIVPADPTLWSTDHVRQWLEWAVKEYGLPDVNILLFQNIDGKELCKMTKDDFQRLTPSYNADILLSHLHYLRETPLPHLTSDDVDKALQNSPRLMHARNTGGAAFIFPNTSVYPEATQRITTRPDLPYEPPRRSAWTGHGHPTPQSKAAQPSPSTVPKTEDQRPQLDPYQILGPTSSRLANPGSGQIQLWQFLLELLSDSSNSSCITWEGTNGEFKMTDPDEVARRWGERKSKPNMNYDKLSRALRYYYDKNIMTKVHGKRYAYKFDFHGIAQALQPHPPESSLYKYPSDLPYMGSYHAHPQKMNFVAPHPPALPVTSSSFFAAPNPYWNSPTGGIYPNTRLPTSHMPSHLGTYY
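His-tagged ERG Ets domain (1 uM in the protein solution; 300mM KCl, 50mM Tris-HCl, 1mM EDTA, 1mM DTT, pH 7.5) received compound, then a probe mix of 5 nM fluorescein-DNA and 100nM Texas-615-DNA. Fluorescence polarization was read for both dyes.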
Vif-A3G inh – Vif-A3G binding inhibition; Q9HC16; HeLa A3G-eYFP + Vif (tagged APOBEC3G with the HIV-1 protein that degrades it), YFP fluorescence, overnight; Potency, µM (top dose mostly 46.1 µM), for inactives: at the top dose activity, negative = active, usual class: inhibitors; 410,000 tested, 0.076% active; AID 602310;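 note: potency is the fitted concentration of half-maximal effect; % is set by controls: 0 for no effect and ±100 for the full control effect; nearly all actives have a fitted effect of over 60% in size; hits raise eYFP signal because A3G escapes Vif-driven loss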
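HeLa cells stably expressing Vif and C-terminally eYFP-tagged A3G, seeded overnight at 37 deg C, then exposed to compound by pintool overnight at 37 deg C. Rise in yellow fluorescence (Ex 488/Em 500-530, Acumen) marks blocked Vif-driven A3G degradation.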
ALOX12 inh – blocks human arachidonate 12S-lipoxygenase | AID 1671190 | purified 12hLO, xylenol orange hydroperoxide absorbance | 580,000 tested, 1.1% active | Potency, µM (doses to about 108 µM), for inactives: top-dose activity change, negative = inhibition, hits mostly inhibitors | P18054; note: potency is the fitted concentration of half-maximal effect; % is set by controls: 0 for no effect and ±100 for the full control effect
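Purified human 12hLO (150 nM final) in 25 mM Hepes, 0.01% Triton X-100, pH 7.0 was preincubated 15 min at room temperature with compound. Then 40 uM arachidonic acid was added, 30 min. Hydroperoxide was read by Fe-XO absorbance ratio 573/405 nm.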
Starred values were filed as active, the others as inactive; ? = inconclusive; / = not tested or not shown; & = joins results of further samples; [ ] = another dose, or the depositor's remark. Unless noted, calls come from the whole dose curve; as a rule, active = well fitted curve in the direction sought with a large enough effect; inconclusive = small, poorly fitted or top-dose-only effect, or another doubt; inactive = no such curve, though single readings can be large; an effect the other way counts as inactive or inconclusive. Not all compounds are listed; rates above refer to the full screens.

SMILES	D2 agonist	RGS4 inh	GRP78 ERSR act	Vif-APOBEC3F blk	D2 antagonist	LDHA block	ERG Ets-DNA blk	Vif-A3G inh	ALOX12 inh
CC(OC(=O)C1CC(=O)N(Cc2ccccc2)C1)C(=O)Nc1ccccc1[N+](=O)[O-] (configuration not stated)	-0.2	21%	-1%	6%	3	-2	0%	2%	-15%
Cc1cc(C(=O)CN2C(=O)C(=O)N(CC(C)C)C2=O)c(C)n1C1CC1	0.0	-16%	2%	9%	2	-2	/	1%	1%
CCCCC(=O)Nc1cc2nn(-c3ccc(OCC)cc3)nc2cc1C	1.7	-8%	-2%	-1%	/	2	-12%	-1%	10%
CCn1c2ccccc2c2nnc(N3CCN(c4cccc(C)c4C)CC3)nc21	0.0	-18%	-4%	0%	/	3	1%	-1%	1%
COc1ccc(NC(=O)NC2COc3ccccc3C2)c(OC)c1 (configuration not stated)	0.4	4%	-2%	0%	/	2	1%	-1%	?
CCN(CC)S(=O)(=O)c1cccc(NC(=O)COC(=O)/C=C/c2cccs2)c1	-0.3	15%	2%	-14%	-4	-6	-6%	0%	1%
COc1ccccc1-c1nc(COc2ccc(Cl)cc2Cl)no1	0.5	-5%	2%	17%	3	5	6%	-8%	?
Cc1ccc(C(=O)NC2CCCN(c3ccc(C(F)(F)F)cn3)C2)cn1 (configuration not stated)	0.2	-9%	7%	2%	20	1	7%	1%	0%
COCCCn1c(=N)c(C(=O)NCc2ccc3c(c2)OCO3)cc2c(=O)n3cccc(C)c3nc21	/	-5%[11.4 µM]	-5%	-5%	/	3	14%	-5%	4%
Cc1c(C(=O)O)sc2nc(/C=C/c3cccc(F)c3)[nH]c(=O)c12	0.6	-14%	9%	-5%	4	-1	-2%	-23%	78%[activator]
O=C(Nc1cccc(Br)c1)c1cccc(OC(=S)N2CCOCC2)c1	-0.8	11%	-4%	-2%	2	-3	8%	-2%	2%
OCCN(CC#CC(O)(c1ccccc1)C1CCCCC1)CCO (configuration not stated)	/	-1%	-4%	1%	/	1	18%	2%	?
COc1ccc2c(c1)C(=O)N(c1ccc(C)cc1C)C(=O)C2(C)C	-1.1	-15%	-1%	8%	-11	6	-13%	0%	-7%
O=C(Nc1ccc2oc(-c3cccnc3)nc2c1)c1ccc(-c2ccccc2OC(F)(F)F)o1	1.5	-12%	-3%	2%	/	1	0%	3%	-11%
O=S(=O)(Nc1cccc2ncccc12)c1cccs1	/	4%	-13%	-9%	/	15	0%	?	/

3 compounds from above, showing only ERG Ets-DNA blk and D2 antagonist:
Compound	ERG Ets-DNA blk	D2 antagonist
CCN(CC)S(=O)(=O)c1cccc(NC(=O)COC(=O)/C=C/c2cccs2)c1	-6%	-4
COc1ccccc1-c1nc(COc2ccc(Cl)cc2Cl)no1	6%	3
Cc1ccc(C(=O)NC2CCCN(c3ccc(C(F)(F)F)cn3)C2)cn1 (configuration not stated)	7%	20

Following part.
SMILES	D2 agonist	RGS4 inh	GRP78 ERSR act	Vif-APOBEC3F blk	D2 antagonist	LDHA block	ERG Ets-DNA blk	Vif-A3G inh	ALOX12 inh
Cn1c(CCCOc2ccc(Cl)cc2Cl)nnc1SCC(=O)Nc1cccc(F)c1	2.4	-27%	9%	-11%	-2	-7	-7%	-1%	7%
C[n+]1ccc(/C=C/c2ccccc2O)c2ccccc21	0.6	-2%	-3%	-2%	10	1	11%	-1%	?
CC(CN1CCCCC1)OC(=O)C(C)(c1ccccc1)c1ccccc1 (configuration not stated)	-0.1	-1%	-6%	-6%	29	7	-2%	-8%	51%[activator]
CCCN1CCN(CCCNC(=O)Cn2nc(CC)n3c(cc4occc43)c2=O)CC1	-1.3	13%	2%	2%	/	-1	-8%	3%	-11%
COc1cccc(OC)c1OCCN(C)C	-1.3	24%	-3%	8%	-4	?	-3%	-5%	-6%
O=C(Cn1ccsc1=NC(=O)c1ccco1)c1ccccc1	-0.3	0%	-2%	-2%	9	-2	-2%	0%	1%
CCc1ccc2[nH]c(=O)c(CN(CCN(C)C)C(=O)Nc3ccccc3OC)cc2c1	0.2	2%	-2%	-15%	-32	-5	-4%	0%	0%
Cc1cc(N/N=C/c2ccncc2)c([N+](=O)[O-])cc1[N+](=O)[O-]	/	11%	-2%	-8%	/	-3	-9%	0%	427%[activator]
O=C(C1CC(=O)N(c2ccc3c(c2)OCCO3)C1)N1CCN(S(=O)(=O)c2cccc(F)c2)CC1 (configuration not stated)	/	5%	-3%	2%	/	-6	/	-1%	-20%
CC(C)NC(=O)C1(C)Cc2c(-c3ccc(N(C)C)cc3)ccnc2O1 (configuration not stated)	/	/	-2%	/	/	6	/	1%	-4%
Cc1noc(C)c1CSCC(=O)Nc1cc(S(=O)(=O)N2CCOCC2)ccc1OC(C)C	-0.3	-26%	-2%	-9%	6	-2	?	-8%	13%
Cc1ccc(CNC(=O)c2ccccc2NC(=O)C2=CSCCO2)cc1	-1.6	-18%[56.9 µM]	-5%	2%	1	-1	-9%	0%	-1%
COc1ccccc1OCC#CCSc1ncccn1	-1.6	9%	-4%	2%	0	-6	-9%	0%	11%
O=C(CSc1nc2ncc(Cl)cc2[nH]1)N1CCC(Cc2ccccc2)CC1	/	5%	-2%	?	/	-8	13%	-2%	-14%
Cc1ccc(C(=O)NNC(=O)c2ccc(NC(=O)C(C)(C)C)cc2)cc1	1.1	0%	6%	-15%	15	0	6%	-9%	0%
CCN(CC)CCNC(=O)CN1C(=O)CSc2ccc(S(=O)(=O)N3CCOCC3)cc21	0.0	9%	-3%&-1%	-14%&0%	/	-4&-7	2%	0%&-5%	-1%&-3%
C[C@@H]1ON(C2CCCCC2)[C@H]2c3nc4ccccc4n3C[C@@H]12	0.3	-2%	-6%	-1%	1	1	-2%	3%	0%
NC(=O)C1CCN(Cc2nc3c(Br)cc(Br)cc3c(=O)[nH]2)CC1	0.3	-14%	-5%	0%	-13	1	5%	-3%	-17%
O=C(CCC(=O)Nc1ccc(Cl)cc1Cl)N/N=C/c1ccc([N+](=O)[O-])o1	-1.2	-37%	5%	-1%	-23	16	4%	-16%	?
N#C/C(=N\Nc1ccccc1)C(=N)N1CCCCCC1	-1.3	-6%	-7%	-3%	-1	-4	1%	0%	0%
Cc1cc(NC(=O)NC(=O)c2ccc(F)cc2F)n[nH]1	/	-54%	-16%	-6%	/	-1	13%	0%	0%
CC(C)NC(=O)c1[nH]nc2c1CCc1ccccc1-2	-1.7	0%	5%	-9%	-22	2	-5%	-9%	/
O=C(c1ccco1)N1CCN(C(=S)Nc2ccc(F)c(Cl)c2)CC1	1.9	-16%	0%	5%	1	-1	-3%	-3%	0%
Cc1nnc(SCC(=O)N(C(C)C)C(C)C)[nH]c1=O	0.1	-5%	-4%	1%	2	-9	34%[activator]	-1%	-10%
N#CCSc1ccccc1NC(=O)COC(=O)CCNC(=O)c1ccc([N+](=O)[O-])cc1	0.4	-24%	1%	22µM*	2	-3	-4%	-15%	-9%
COC(=O)c1cccc(OC(N)=O)c1	0.9	39%	-3%	3%	5	-9	5%	2%	/
Cc1ccc(N(C)C(=O)C2CCCN2S(=O)(=O)c2cccc3nsnc23)cc1 (configuration not stated)	-0.1	-10%	-2%	1%	-5	1	2%	7%	7%
O=C(NCC1CCCO1)c1ccc(Cl)c(F)c1F (configuration not stated)	/	-3%	6%	7%	/	0	-2%	0%	0%
Cc1cc(C(=O)NC(C)CCC(C)C)c2ccccc2n1 (configuration not stated)	-0.2	-2%[56.9 µM]	-2%	0%	-1	-3	-13%	-1%	?
COc1ccc(OCC(=O)Nc2cccc(C(C)=O)c2)cc1	0.9	7%	1%	-3%	-4	5	0%	0%	-17%
CCOC(=O)C1CCN(C(=O)COC(=O)CNC(=O)c2ccc(OC)cc2)CC1	0.3	8%	-2%	1%	-20	-8	-5%	1%	-19%
COc1ccc(S(=O)(=O)Nc2cccnc2)cc1OC	-0.7	-12%	-6%	-6%	0	-2	-6%	0%	-30%
COc1ccccc1CNC(=O)CN1CCC(NC(=O)c2ccccc2F)CC1	0.4	-16%	-1%	-8%	-17	-4	-11%	2%	-18%
Cc1ccc(-n2c(-c3c(-c4ccccc4)noc3C)n[nH]c2=S)cc1	0.7	-26%	-5%	15%	7	4	-1%	1%	-13%
COc1cc(OC)c(OC)cc1C=NCC1(c2ccccc2)CCCC1	0.1	10%	-3%	-1%	-2	-4	/	0%	14%
O=C(/C=C(O)/C=C/c1ccc(O)cc1)/C=C/c1ccc(O)cc1	57*	-49%	3%	?	7	-1	184%[activator]	?	28µM*
COCC(=O)N1CCCC(N(C)CCc2ccc(OC)c(OC)c2)C1 (configuration not stated)	-1.1	-18%	1%	2%	8	-1	19%	0%	-1%
Cn1c2c(c(=O)n(C)c1=O)C(CC(=O)Nc1ccccc1)C(=O)N2 (configuration not stated)	0.8	9%	-1%	-4%	-11	3	4%	1%	-19%
Cc1ccc(S(=O)(=O)/N=C(/Nc2ccc([N+](=O)[O-])cc2[N+](=O)[O-])c2ccccc2)cc1	/	15%	-6%	-11%	/	-2	-8%	-1%	?
